# GlmU inhibition: inhibition of mycobacterial GlmU enzyme – biochemical, glucosamine-1-phosphate acetyltransferase (AID 1376). M. tuberculosis GlmU acetyltransferase enzyme assay; higher % means a stronger effect. 0.25% of 220,000 active. inhibition, %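 (tested at 30 µM in the primary screen)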; hits with a dose series show IC50 in µM; in the data active means inhibition above about 13%;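 further: 0% = complete reaction with vehicle and 100% = reaction without substrate; strong numbers were not always called active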
# RmlCD inh 1536: M. tuberculosis RmlC/RmlD inhibition; P9WH09+P9WH11; AID 1533; RmlC+RmlD coupled enzyme assay, percent inhibition; primary screen in compound mixtures; inhibition, % at 3.6 µM; 0.03% of 160,000 active; in the data active means inhibition mostly above about 34%, no sharp cut-off; further: some results filed as inactive read as strong as hits
# Target sequence (P9WH09 whole entry, looked up): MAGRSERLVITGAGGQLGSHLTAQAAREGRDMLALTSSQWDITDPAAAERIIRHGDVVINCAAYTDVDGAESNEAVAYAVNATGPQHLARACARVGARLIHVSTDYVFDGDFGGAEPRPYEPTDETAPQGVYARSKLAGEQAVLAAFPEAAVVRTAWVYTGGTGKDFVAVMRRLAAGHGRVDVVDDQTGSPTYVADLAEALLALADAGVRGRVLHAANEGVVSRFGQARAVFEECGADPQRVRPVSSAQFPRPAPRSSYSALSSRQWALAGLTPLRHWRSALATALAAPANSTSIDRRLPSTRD
# Target sequence (P9WH11 whole entry, looked up): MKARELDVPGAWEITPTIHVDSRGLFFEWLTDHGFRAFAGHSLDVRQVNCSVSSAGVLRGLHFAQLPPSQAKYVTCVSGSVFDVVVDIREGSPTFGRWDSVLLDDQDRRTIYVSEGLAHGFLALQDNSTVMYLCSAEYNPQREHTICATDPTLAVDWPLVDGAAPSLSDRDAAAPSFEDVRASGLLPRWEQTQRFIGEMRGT
# * = called active by the depositor; · = not tested or not shown.
SMILES,GlmU inhibition,RmlCD inh 1536
COc1ccc(Nc2nc3ccccc3s2)cc1,-1.2%,6
NC(=O)C1(NC(=O)[C@@H]2CC3(CC(c4cccc(NC(=O)[C@@H]5CCC(=O)N5)c4)=NO3)CN2C(=O)Cc2ccc(C(F)(F)F)cc2)CC1 (stereo partly drawn),-6.7%,·
CC(C)(C)n1nc2c(c1NC(=O)COc1ccc(Cl)cc1)CS(=O)(=O)C2,2.7%,1
Cc1c(C)n(CCc2c[nH]c3ccccc23)ccc1=O,0.5%,0
Cc1c(C(=O)N2CCCc3ccccc32)oc2ccc(S(=O)(=O)N3CCOCC3)cc12,1.6%,2
Cc1ccc(-c2cc(C(=O)NCc3cccs3)no2)cc1,2.7%,10
O=C(COC(=O)CCC(=O)c1ccc(Cl)cc1)NCC1CCCO1 (stereo not drawn),-4.1%,13
COCCCNC(=O)C1CC(=O)N(c2ccc(C)cc2)C1 (stereo not drawn),3.3%,-11
O=C(NC1CCCCC1)C1CC(=O)N(c2ccc(Cl)cc2)C1 (stereo not drawn),-4.3%,3
O=C(Nc1ccc(Br)cc1)c1ccco1,6.0%,10
Cc1ccc(-c2nc(CSCC(=O)N3CCN(C(=O)c4ccco4)CC3)c(C)o2)cc1,-1.4%,9
Cc1cc(C)c2cc(C#N)c(SCC(=O)Nc3ccc4c(c3)OCO4)nc2c1,0.8%,7
O=C(NCc1ccncc1)c1cccc(F)c1,3.0%,10
O=C(Nc1ccc(OC(F)F)c(Cl)c1)C(c1ccccc1)c1ccccc1,-2.6%,10
COC(=O)CC1C(=O)NCCN1C(=O)CSc1nnnn1-c1ccc(OC)cc1 (stereo not drawn),-2.5%,-7
Cc1ccc(C)c(S(=O)(=O)Nc2ccccc2C(=O)Nc2cc(C)on2)c1,5.5%,·
Cc1ccc(S(=O)(=O)Nc2cccc(Oc3cnccn3)c2)cc1,-1.9%,-14
CCC1(CC)C(=N)N(C)C(=O)NC1=O,8.6%,4
N=C1C(=O)OCC1c1ccccc1NC(=O)Nc1ccccc1 (stereo not drawn),-3.0%,9
Cc1cc(C)n(CC(=O)N2N=C(C(F)F)CC2(O)C(F)F)n1 (stereo not drawn),-2.9%,-12
CNC(=O)c1ncoc1-c1ccc(Cl)cc1,-1.3%,·
COc1cccc(/C=N/NC(=O)c2cc(-c3cccn3C)n[nH]2)c1O,-2.0%,-24
C/C=C/c1ccc(OCCCNC)c(OC)c1,-1.6%,·
Cc1onc(-c2ccccc2)c1C(=O)NC(=S)NNC(=O)c1ccco1,-2.6%,14
CCOC(=O)Cc1csc(/N=C/c2c(O)n(-c3ccc(C)cc3C)c(=O)c3ccccc23)n1,5.3%,-5
NC(=O)Cc1ccc(C(=O)c2ccc(Cl)cc2)s1,-2.1%,7
CNc1nc2[nH]c(=O)c3c(c2s1)OC(N)=C(C#N)C3c1cccc(F)c1 (stereo not drawn),·,-2
CCOc1cc(C(=O)Nc2ccc3c4c(cccc24)C(=O)N3CC)cc(OCC)c1OCC,1.8%,·
COc1cccc(-c2c(NC(=O)c3ccco3)n(-c3ccc(C)cc3)nc(C)c2=O)c1,-6.0%,-7
CCOC(=O)C(NC(=O)CC)(Nc1ccc(S(=O)(=O)Nc2onc(C)c2C)cc1)C(F)(F)F (stereo not drawn),6.5%,·
O=C(NNS(=O)(=O)c1ccccc1)c1ccncc1,-0.8%,5
O=c1[nH]c2ccc(Cl)cc2c(O)c1-c1ccccc1,0.9%,·
Cc1cc(C)n(C(=O)CN2C(=O)c3ccccc3C2=O)n1,0.6%,9
COc1ccc(N)cc1-n1cnnn1,1.3%,-8
CCOC(=O)Cc1csc(NC(=S)NC(=O)c2ccccc2C)n1,0.3%,-6
O=c1cc(CSc2nc3cc(Cl)ccc3o2)nc2sccn12,-6.1%,·
CC(C)S(=O)(=O)c1csc(NC(=O)Nc2ccc(Cl)cc2)c1,1.2%,7
CNC(=O)CSc1nnc(-c2cccnc2)n1-c1ccc(C)cc1,2.9%,3
COc1ccc(-c2nc3ccccc3c(=O)n2-c2c(C)n(C)n(-c3ccccc3)c2=O)cc1,2.7%,5
O=C(Nc1ccccc1)c1cc([N+](=O)[O-])ccc1Cl,2.6%,·
COc1ccc(CN2C(=O)/C(=C/c3ccncc3)SC2=S)cc1,7.3%,0
Cc1ccc(NC(=O)C(Cc2ccccc2)n2cccc2)cc1 (stereo not drawn),1.7%,37
COCCCNC(=O)CSc1nc2ccccc2c(=O)n1CCC(=O)NCCc1ccc(OC)c(OC)c1,-2.0%,9
COC(=O)c1ccc(CNC(=O)c2coc3ccccc3c2=O)cc1,1.9%,4
CN(C)c1ccc(C(C#N)c2ccc(Cl)cc2)nn1 (stereo not drawn),-6.3%,-10
O=C(/C=C/c1cccc([N+](=O)[O-])c1)NCCSCc1ccccc1Cl,3.1%,-4
CC1CN(C2CCN(C(=O)c3ccccc3Cl)CC2)CC(C)O1 (stereo not drawn),2.5%,-8
CC(C)(C)OC(=O)NCCCC[C@H](NC(=O)c1nc[nH]c1C(=O)N1CCN(c2ccccc2)CC1)C(=O)OC(C)(C)C,0.4%,·
Cc1nc(NCc2cccnc2)c2c3c(sc2n1)CCCC3,1.4%,89
CCn1c(CSCc2ccc(F)cc2)nnc1SCC(=O)NCc1ccccc1,-6.9%,3
COc1ccc(C(=O)NCc2nnc(SCC(=O)N3CCc4ccccc43)n2CCc2ccccc2)cc1,-3.4%,4
O=C(NC(=S)Nc1ccc(N2CCOCC2)c(Cl)c1)c1cccs1,-4.4%,-8
Brc1ccc(OCc2ccccc2)c(CNCC2CCCO2)c1 (stereo not drawn),-0.1%,-7
Cc1nn(-c2cc(N3CCCC3)ccc2[N+](=O)[O-])c(=O)c2ccccc12,-0.8%,13
CCOc1cc2[nH]c(=S)n(C3CC3)c(=O)c2cc1OCC,-0.9%,5
Cc1cc(N2CCOCC2)nc2ccc(NC(=O)CCC(=O)N3CCCCC3)cc12,6.1%,21
CC(C)C(=O)Nc1nnc(SCC(=O)N2c3ccccc3CC2C)s1 (stereo not drawn),3.5%,3
NC(=O)CSc1nnc(-c2cnccn2)n1-c1ccccc1,2.6%,-7
O=C(Cn1cc([N+](=O)[O-])cn1)Nc1cccnc1,-8.1%,5
COc1ccc(N2C(=O)/C(=C/c3cccnc3)NC2=S)cc1,0.0%,-6

# New compounds follow
SMILES,GlmU inhibition,RmlCD inh 1536
Cc1ccc(C)n1-c1ccc(-n2cnnn2)cc1,0.3%,5
Cc1cc(C)nc(SCC(=O)Nc2ncc(Cc3ccc(Cl)c(Cl)c3)s2)n1,0.0%,8
O=C(Nc1ccc(F)cc1)c1ccccc1NS(=O)(=O)N1CCCC1,1.6%,·
O=C(Nc1cccc(S(=O)(=O)N2CCOCC2)c1)c1ccc2c(=O)n3c(nc2c1)CCCCC3,1.4%,12
CCO[C@H]1OC(C(=O)N2CCN(Cc3ccccc3)CC2)=C[C@@H](C2CCCCC2)[C@@H]1CCCO,1.5%,·
O=C(NCCc1cn2ccccc2n1)c1ccc(Br)o1,-0.5%,12
O=C(Cn1cncn1)N/N=C/c1cccc2ccccc12,1.6%,·
CSc1cccc(NC(=O)C2(S(=O)(=O)c3ccc(C)cc3)CC2)c1,-0.9%,1
NC(=O)c1c(NC(=O)CSc2nc3c(c(C(F)(F)F)n2)CCc2ccccc2-3)sc2c1CCCC2,1.1%,·
O=C(CSc1nc2c(c(=O)n1-c1ccc(F)cc1)SCC2)NCC1CCCO1 (stereo not drawn),-3.9%,9
CCOCCCNC(=O)C(NC(=O)c1ccccn1)c1ccc(C)cc1 (stereo not drawn),4.0%,·
COc1ccc(-n2nc([N+](=O)[O-])c(=NCCc3ccccc3)n2O)cc1,7.3%,-14
COc1ccccc1N(CC(=O)NC1CCCCC1)S(C)(=O)=O,1.2%,-8
CCn1c(Sc2nc(C)nc3scc(-c4cccs4)c23)n[nH]c1=O,-0.1%,7
CCN1CCN(C(c2ccc(OC)cc2)C(O)C(=O)c2c[nH]c3ccccc23)CC1 (stereo not drawn),-1.5%,·
COc1ccc2c(CSc3nnc(-c4cccnc4)n3-c3ccccc3F)cc(=O)oc2c1,4.9%,9
OC1(c2ccc(F)cc2)CN(c2ccccc2)C2=[N+]1CCS2 (stereo not drawn),-3.0%,10
Cc1cc(N2CCCCC2)nc(SCc2ccc(C#N)cc2)n1,-3.8%,·
CCC(=O)c1ccc(OC(=O)N(C)c2ccccc2)cc1,0.8%,-11
COc1ccc(NC(=O)Cn2nnc(-c3ccccc3N)n2)cc1OC,3.9%,21
Cc1ccc(Nc2nc3ccccc3c(=O)s2)cc1,-2.7%,-3
CCc1ccc(NC2=NCC(=O)N2Cc2ccc3c(c2)OCO3)cc1,-5.2%,·
CCCCSc1nc2c(c(C(F)(F)F)c1C#N)CCC2,8.7%,·
CC(=O)Nc1cccc(C(=O)/C=C/c2ccco2)c1,-1.8%,-12
C=CCN(C(=O)c1cc(C)cc(C)c1)C1(C(=O)Nc2ccccc2)CCN(C(C)C)CC1,2.8%,5
c1coc(-c2nnc(SCc3nc4ccccc4[nH]3)o2)c1,3.1%,-10
CCN(CC)CCNC(=O)/C(=N\O)c1ccccn1,-1.6%,26
CCc1ccccc1NC1=CC(=O)CC(C)(C)C1,-2.0%,44
O=C(Cc1cccs1)Nc1nnc(SCc2ccc(Br)cc2)s1,-5.8%,8
C=CCNC(=S)NNC(=O)c1cccc(Br)c1,0.5%,-6
COc1ccc(C2=NN(C(=O)/C=C/c3ccccc3)C(c3ccccc3)C2)c(OC(C)=O)c1 (stereo not drawn),-1.7%,-2
Cc1ccc(/C=N/n2c(-c3ccco3)n[nH]c2=S)cc1,4.3%,4
Cc1c(C)n(CC(O)CN2C(=O)c3ccccc3S2(=O)=O)c2ccccc12 (stereo not drawn),2.5%,-3
CCOC(=O)c1sc(=NC(=O)c2ccc(S(=O)(=O)N3CC(C)OC(C)C3)cc2)n(C)c1C (stereo not drawn),-4.9%,·
Cc1ccc(C(=O)CC2(O)C(=O)N(Cc3ccccc3Cl)c3ccccc32)o1 (stereo not drawn),2.8%,7
Brc1ccc(CN2C3=NCCCN3c3ccccc32)cc1,4.8%,-1
CNC(=O)CN(Cc1ccccc1)S(=O)(=O)c1ccccc1,4.0%,11
C#CCNC(=O)C1=C[C@@H](c2ccc(C#C)cc2)C[C@@H](OCc2ccc(CO)cc2)O1,-2.1%,·
COC(=O)C1=C(C)NC(=O)NC1c1ccc(-c2ccccc2Cl)o1 (stereo not drawn),-3.2%,-2
Cn1nnc(NC(=S)NC(=O)c2ccccc2)n1,0.2%,·
O=C(NCCN1CCCC1)c1ccccc1Cl,2.3%,12
COc1ccc(S(=O)(=O)N(C(=O)C(C)C)c2ccc3oc(=O)sc3c2)cc1,-3.6%,-7
O=C(Nc1ccccc1NC(=O)c1csnn1)c1csnn1,3.3%,·
COc1ccc(C2C(C(=O)Nc3cccc(C)n3)c3ccccc3C(=O)N2C)cc1OC (stereo not drawn),3.3%,28
CCOC(=O)CC(c1ccc([N+](=O)[O-])cc1)n1c(C)ccc1C (stereo not drawn),-4.1%,5
COc1ccc(C(=O)NC2CCN(C(=S)Nc3ccccc3C)CC2)cc1,9.4%,·
COCCCNC1=C(Cl)C(=O)c2ccccc2C1=O,5.9%,0
Cc1nc(-c2coc3cc(O)c(C)cc3c2=O)cs1,1.4%,8
COCC1CCN(Cc2cn[nH]c2-c2cc(OC)c(OC)c(OC)c2)CC1,5.7%,·
Cc1[nH]nc2c1C(c1ccc(F)cc1)C1=C(CC(C)(C)CC1=O)N2 (stereo not drawn),5.7%,8
CCc1ccc(NC(=S)NC2CC3CCCC(C2)N3Cc2cccs2)cc1 (stereo not drawn),-1.4%,·
O=c1[nH]c(CN2CCN(c3ccc([N+](=O)[O-])cc3)CC2)nc2ccsc12,3.9%,-9

# Screening data (PubChem)

# An excerpt; count on the stated rates, not on these rows.
